# DT40 TDP1 CPT: qHTS for Inhibitors of human tyrosyl-DNA phosphodiesterase 1 (TDP1): qHTS in cells in presence of CPT | chicken DT40 Tdp1-/-;hTDP1 cells + 20 nM CPT, ATP luminescence, 48 h | Potency, µM (highest dose often 46.2 µM), for inactives: at the highest dose activity change, negative = growth inhibition, actives largely listed as inhibitors | 420,000 tested, 12% active; note: nearly all actives have a fitted effect of over 55% in size
#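 Chicken DT40 Tdp1-/- cells complemented with human TDP1, 400 cells/well, exposed to compounds plus 20 nM camptothecin for at least 48 h at 37 C; viability read as ATP content by CellTiter-Glo luminescence.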
# DT40 TDP1 no CPT: qHTS for Inhibitors of human tyrosyl-DNA phosphodiesterase 1 (TDP1): qHTS in cells in absence of CPT. 420,000 tested, 15% active. DT40 Tdp1-/- hTDP1 cells, no CPT, ATP luminescence, 48 h. AID 686978, 2013. Potency, µM (highest dose often 46.2 µM), inactives show at the highest dose activity change, negative = growth inhibition, usual class: inhibitors; note: nearly all actives have a fitted effect of over 55% in size
#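 A cellular qHTS used chicken DT40 cells lacking endogenous Tdp1 but carrying stably transfected human TDP1. Compounds were applied without camptothecin, and cell growth kinetics were judged by ATP-dependent luminescence after ≥48 hr.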
# TDP1 inh: qHTS Assay for Inhibitors of Tyrosyl-DNA Phosphodiesterase (TDP1); Tyrosyl-DNA phosphodiesterase 1 (Homo sapiens), Q9NUW8; recombinant TDP1, AlphaScreen DNA substrate cleavage; Potency, µM (doses to about 130 µM), without a hit: at the top dose activity change, negative = inhibition, actives largely listed as inhibitors; 350,000 tested, 0.28% active; AID 485290, 2010; note: nearly all actives have a fitted effect of over 40% in size
# Target sequence (Q9NUW8 whole entry, looked up): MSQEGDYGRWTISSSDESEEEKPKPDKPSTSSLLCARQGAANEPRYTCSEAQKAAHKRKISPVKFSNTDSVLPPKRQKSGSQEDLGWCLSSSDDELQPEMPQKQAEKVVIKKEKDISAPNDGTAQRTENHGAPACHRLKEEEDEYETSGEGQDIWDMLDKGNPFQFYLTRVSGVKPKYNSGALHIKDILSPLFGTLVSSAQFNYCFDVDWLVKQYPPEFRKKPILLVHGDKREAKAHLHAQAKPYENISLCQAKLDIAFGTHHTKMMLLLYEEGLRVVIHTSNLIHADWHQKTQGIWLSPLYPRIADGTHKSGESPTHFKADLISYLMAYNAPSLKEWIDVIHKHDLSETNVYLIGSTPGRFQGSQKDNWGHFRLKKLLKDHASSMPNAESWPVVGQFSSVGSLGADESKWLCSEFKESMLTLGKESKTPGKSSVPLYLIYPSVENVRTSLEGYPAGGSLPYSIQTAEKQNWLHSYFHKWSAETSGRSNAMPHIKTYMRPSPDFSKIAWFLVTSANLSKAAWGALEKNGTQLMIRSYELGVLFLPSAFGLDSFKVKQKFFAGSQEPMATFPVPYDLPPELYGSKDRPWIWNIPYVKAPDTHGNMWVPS
#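 Steps: enzyme plus compound, 15 min RT; add biotin/phosphotyrosine-FITC oligonucleotide (15 nM final), react 5 min; add donor/acceptor beads (10 ug/ml final), 10 min; read AlphaScreen. Tdp1 at 1 nM final.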
# * hit, by the source's call; ? = inconclusive; nt = not tested or not shown; & = joins results of further samples; [ ] = remark or other dose. Calls come from the whole dose curve; as a rule, active = well fitted curve in the direction sought with a large enough effect; inconclusive = small, poorly fitted or top-dose-only effect, or another doubt; inactive = no such curve, though single readings can be large; an effect the other way counts as inactive or inconclusive. % is set by controls: 0 for no effect and ±100 for the full control effect; potency is the fitted concentration of half-maximal effect.
1) O=C(COc1ccc(Br)cc1Br)NN1C(=O)c2ccccc2C1=O
2) CC(=O)c1cccc(NS(=O)(=O)c2ccc(NC(=O)N3CCCCC3)cc2)c1
3) Cc1ccnc(NS(=O)(=O)c2ccc3ccccc3c2)n1
4) O=C(NCc1cc(Cl)cc(Cl)c1)c1ccc2nc(COCCO)[nH]c2c1
5) O=C(COC(=O)c1cccnc1SC(F)F)NC1CC1
6) COc1ccc(-c2nc3c(C)cc(Br)cn3c2Cc2cccc(F)c2)cc1OC
7) CCOC(=O)CSC1=Nc2ccccc2C2=NC(CC(=O)NCc3ccccc3)C(=O)N12 (configuration not stated)
8) COc1ccccc1NC(=O)CSc1nnc(Cn2c(=O)sc3ccccc32)n1C
entry no. | 1 | 2 | 3 | 4 | 5 | 6 | 7 | 8
TDP1 inh | nt | 5% | nt | nt | -3%[56.1 µM] | nt | -2% | 0%
DT40 TDP1 no CPT | -23% | 9.2µM* | -12% | -17% | 2% | ? | 11% | -9%
DT40 TDP1 CPT | 3% | 5.2µM* | -11% | ? | -2% | ? | -28% | 11%

# Whole records, looked up by structure.
# Record of `CCOC(=O)CSC1=Nc2ccccc2C2=NC(CC(=O)NCc3ccccc3)C(=O)N12` (configuration not stated) : TDP1 inh = -2%; DT40 TDP1 no CPT = 11%; DT40 TDP1 CPT = -28%
# Record of `CC(=O)c1cccc(NS(=O)(=O)c2ccc(NC(=O)N3CCCCC3)cc2)c1` : TDP1 inh = 5%; DT40 TDP1 no CPT = 9.2µM*; DT40 TDP1 CPT = 5.2µM*

# Next section:
9) O=c1c([N+](=O)[O-])c[nH]c2ccccc12
10) COC(=O)CSc1nnc(CNS(=O)(=O)c2ccc(Br)cc2)n1C
11) O=C(Cc1ccc(F)cc1)N1CCC(c2nc3c(nnn3Cc3ccc(Cl)cc3)c(=O)[nH]2)CC1
12) CCOc1ccc(C(=O)NC(C(=O)NCc2ccccc2OC)C(C)C)cc1 (configuration not stated)
13) Cc1cc(C(=O)OC(C(=O)Nc2ccc(C)c(Cl)c2)c2ccccc2)c(C)o1 (configuration not stated)
14) COc1cc(/C=C2\SC(=Nc3ccccc3)N(Cc3ccco3)C2=O)ccc1OC(C)C(=O)O (configuration not stated)
15) CN1C(=S)SC2CS(=O)(=O)CC21C (configuration not stated)
16) CCNC1CCS(=O)(=O)C1 (configuration not stated)
entry no. | 9 | 10 | 11 | 12 | 13 | 14 | 15 | 16
TDP1 inh | 3% | 6% | 5% | 2% | -1% | 0% | 6% | 2%
DT40 TDP1 no CPT | -26% | 11% | ? | ? | 29µM* | -17% | 28% | -7%
DT40 TDP1 CPT | -12% | 14% | ? | ? | 23µM* | 7% | 8% | 17%

17) Cc1ccc(-c2cccc([C@H]3[C@@H]4C=CC[C@@H](C)[C@@H]4C(=O)N3Cc3ccccc3)c2)cc1
18) O=S(=O)(c1cccs1)N1CN(C2CCCC2)c2nc3ccccc3nc21
19) O=C(CSc1n[nH]c(-c2ccncc2)n1)Nc1ccccc1Cl
20) O=C(NCc1ccccc1Cl)c1cnc2sc(N3CCOCC3)nn2c1=O
21) CCCCC(CC)C(=O)N1CCN(C(=O)c2ccco2)CC1 (configuration not stated)
22) COc1ccc(CNC(=O)N2CCN(c3ccccc3OC)CC2)cc1
23) CSc1c(C#N)c(N)nc2sc(C(=O)c3ccc(Cl)c(Cl)c3)c(N)c12
24) Cc1nc(C(=O)Nc2ccccc2)sc1C(=O)Nc1ccccc1
entry no. | 17 | 18 | 19 | 20 | 21 | 22 | 23 | 24
TDP1 inh | -2%[56.1 µM] | nt | nt | 5% | 5% | -10% | nt | nt
DT40 TDP1 no CPT | 21µM* | -16% | -16% | -14% | -18% | -2% | ? | ?
DT40 TDP1 CPT | 15µM* | -28% | -2% | -21% | 2% | -18% | ? | 18µM*

25) COCCCNC(=O)c1ccc([N+](=O)[O-])c(Cl)c1
26) Cc1ccc(-c2nnc3ccc(SCC(=O)c4ccccc4)nn23)cc1
27) CC(C)CC(=O)Nc1ccc(C(=O)Cn2c(=O)oc3ccccc32)cc1
28) Cc1nc(NCC2CCCO2)c2nnn(Cc3ccccc3)c2n1 (configuration not stated)
29) Cc1c(OCC(=O)NCCN2CCOCC2)ccc2c(-c3ccccc3)cc(=O)oc12
30) COc1ccc(C2c3[nH]c4ccccc4c3CCN2C(=O)c2ccc(=O)n(C)n2)c(F)c1 (configuration not stated)
31) O=C1CCN(Cc2ccccc2)CCN1[C@H](CO)c1ccccc1
32) Cc1cc(C)n(-c2ccc(C(=O)OCn3nnc4ccccc4c3=O)cc2)n1
entry no. | 25 | 26 | 27 | 28 | 29 | 30 | 31 | 32
TDP1 inh | -2% | 0% | -6% | 3% | -3% | 8% | nt | 6%
DT40 TDP1 no CPT | -8% | 14µM* | -28% | -2% | ? | ? | -7%&-12%&-28% | ?
DT40 TDP1 CPT | -10% | ? | -9% | -12% | 7% | -14% | -30%&-11%&-25% | ?

33) CCCCNC(=S)NNC(=O)c1cc(C2CC2)nc2ccccc12
34) Cc1cc(C)c(S(=O)(=O)N2CCCC(C(=O)NC3CCCC3)C2)c(C)c1 (configuration not stated)
35) CC1=C(C(=O)N2CCOCC2)C(c2cc(C)ccc2C)NC(=S)N1 (configuration not stated)
36) OC(CN(Cc1ccccc1)Cc1ccccc1)c1ccccc1 (configuration not stated)
37) CCCC1CCC(=NNC(=S)NCCc2ccccc2)CC1 (configuration not stated)
38) N#C/C(=C\c1cn[nH]c1-c1ccccc1Br)C(=O)O
39) CCOC(=O)c1c(S(=O)(=O)NCC(=O)Nc2ccc(F)cc2F)c(C)n(C)c1C
40) COC(=O)C1(Cc2cc(-c3cccnc3)no2)CCN(C(=O)OC(C)(C)C)CC1
entry no. | 33 | 34 | 35 | 36 | 37 | 38 | 39 | 40
TDP1 inh | 5% | 8% | 0% | nt | 10% | 2% | 0% | nt
DT40 TDP1 no CPT | 3.7µM* | 21µM* | -8% | 18µM* | 7.3µM* | 8% | 14% | ?
DT40 TDP1 CPT | ? | ? | 1% | 16µM* | 16µM* | 3% | -14% | ?

41) COc1cccc(COC(=O)C2CCN(C(=O)c3ccccc3C)CC2)c1OC
42) CC(C)OC(=O)c1ccc(NC(=O)CSc2nc(-c3cccs3)cc(C(F)(F)F)n2)cc1
43) CCC(C)(C)n1nnnc1C(c1ccccn1)N1CCCCC1 (configuration not stated)
44) O=C(NCCc1ccccc1)c1ccc(CSc2nc3ccncc3n2Cc2cccc(F)c2)cc1
45) Cc1ccc(-n2c(SCC(=O)O)nc3sc4c(c3c2=O)CCCC4)cc1
46) CCOC(=O)N1CCN(C(=O)c2cccc(OC)c2OC)CC1
47) CCc1noc(C)c1C(=O)NNC(=O)COc1cc(C)ccc1C
48) O=C(OCC(=O)N1CCOCC1)c1ccc(O)cc1
entry no. | 41 | 42 | 43 | 44 | 45 | 46 | 47 | 48
TDP1 inh | 0% | 0% | -5% | 8% | 2% | 1% | 0% | nt
DT40 TDP1 no CPT | 2% | 29µM* | 5% | 12µM* | 9%&-5% | -4% | 5% | 9%
DT40 TDP1 CPT | -6% | 16µM* | 0% | 13µM* | 9%&-3% | 6% | -9% | 17%

49) CSc1nc(C)cc(SCCO)n1
50) CCc1cccc(NS(=O)(=O)c2ccc3c(c2)oc(=O)n3C)c1
51) CCCNC(=O)c1ccc(N2CCC3(CC2)CC(c2cccc(Br)c2)=NO3)c(NC(=O)c2ccco2)c1
52) Cc1onc(-c2ccccc2)c1C(=O)Nc1ccc(Cl)cn1
53) Cc1ccc(CNC(=O)c2ccccc2NC(=O)CN2CCN(C)CC2)cc1
54) CC1CCN(S(=O)(=O)c2ccc(C(=O)N3CCCCC3C(=O)O)cc2)CC1 (configuration not stated)
55) CC(=O)N1CCN(S(=O)(=O)c2ccc(C)c([N+](=O)[O-])c2)C1C(C)C (configuration not stated)
56) COC(=O)c1c(-c2ccc(C)cc2)csc1N
entry no. | 49 | 50 | 51 | 52 | 53 | 54 | 55 | 56
TDP1 inh | 2% | 1% | 4% | 3% | -8% | 3% | 4% | 5%
DT40 TDP1 no CPT | -18% | ? | 6.5µM* | ? | 1% | 1% | -4% | -19%
DT40 TDP1 CPT | -29% | ? | 5.2µM* | ? | -1% | 3% | -9% | ?

57) CNc1ccc(Oc2c(F)c(F)nc(F)c2F)cc1
58) Cc1ccc(S(=O)(=O)NCCc2ccncc2)cc1C
59) FC(F)(F)c1nc2nc(Cl)c(Cl)nc2[nH]1
60) CC(C)(C)C(=O)Nc1nnc(SCC(=O)NC2CCCC2)s1
61) C=CCNC(=O)C(=O)Nc1ccc2c(c1)N(S(=O)(=O)c1cccs1)CCC2
62) Cn1cc(S(=O)(=O)c2ccccc2)c(=O)c2cc(F)c(N3CCCCC3)cc21
63) CCOc1ccc(C(=O)NCC(c2ccco2)S(=O)(=O)c2ccc(C)cc2)cc1 (configuration not stated)
64) CC1(C)CC2CC(C)(CN2C(=O)c2ccc([N+](=O)[O-])cc2)C1 (configuration not stated)
entry no. | 57 | 58 | 59 | 60 | 61 | 62 | 63 | 64
TDP1 inh | nt | 1% | nt | nt | -2% | 1% | 0% | ?
DT40 TDP1 no CPT | 3% | -4% | 21µM* | -16% | 23µM* | -24% | ? | ?
DT40 TDP1 CPT | 1% | 1% | ? | -3% | ? | -25% | ? | 21µM*

# Structural class: those above containing an aryl thioether with sulfur outside any ring.
5) O=C(COC(=O)c1cccnc1SC(F)F)NC1CC1
8) COc1ccccc1NC(=O)CSc1nnc(Cn2c(=O)sc3ccccc32)n1C
10) COC(=O)CSc1nnc(CNS(=O)(=O)c2ccc(Br)cc2)n1C
19) O=C(CSc1n[nH]c(-c2ccncc2)n1)Nc1ccccc1Cl
23) CSc1c(C#N)c(N)nc2sc(C(=O)c3ccc(Cl)c(Cl)c3)c(N)c12
26) Cc1ccc(-c2nnc3ccc(SCC(=O)c4ccccc4)nn23)cc1
42) CC(C)OC(=O)c1ccc(NC(=O)CSc2nc(-c3cccs3)cc(C(F)(F)F)n2)cc1
44) O=C(NCCc1ccccc1)c1ccc(CSc2nc3ccncc3n2Cc2cccc(F)c2)cc1
45) Cc1ccc(-n2c(SCC(=O)O)nc3sc4c(c3c2=O)CCCC4)cc1
49) CSc1nc(C)cc(SCCO)n1
entry no. | 5 | 8 | 10 | 19 | 23 | 26 | 42 | 44 | 45 | 49
TDP1 inh | -3%[56.1 µM] | 0% | 6% | nt | nt | 0% | 0% | 8% | 2% | 2%
DT40 TDP1 no CPT | 2% | -9% | 11% | -16% | ? | 14µM* | 29µM* | 12µM* | 9%&-5% | -18%
DT40 TDP1 CPT | -2% | 11% | 14% | -2% | ? | ? | 16µM* | 13µM* | 9%&-3% | -29%

60) CC(C)(C)C(=O)Nc1nnc(SCC(=O)NC2CCCC2)s1
entry no. | 60
TDP1 inh | nt
DT40 TDP1 no CPT | -16%
DT40 TDP1 CPT | -3%

# (cont.)
65) CC1CCc2nc3sc4c(c3c(N)c2C1)CCCC4 (configuration not stated)
66) COc1cc(SC)ccc1C(=O)NCCNC(=O)c1nonc1N
67) CCOc1ccc(C(=O)Nc2ccc(NC(=S)NC(=O)CC)cc2)cc1Cl
68) Cn1c(NCCN2CCOCC2)nc2c1c(=O)n(Cc1cccc(Cl)c1)c(=O)n2C
69) Nn1c(SCC(=O)NCc2ccc3c(c2)OCO3)nnc1C1CC1
70) CC1CCN(C(=O)CN(C)S(=O)(=O)c2cccc3nsnc23)CC1
71) Cc1ccc(C(=O)N2CCCCCC2)cc1S(=O)(=O)N1CCOCC1
72) Cc1ccc2nc(-c3ccc(SCC(=O)Nc4cc(C)on4)nc3)[nH]c2c1
entry no. | 65 | 66 | 67 | 68 | 69 | 70 | 71 | 72
TDP1 inh | -1% | nt | -2% | 5% | 4% | -5% | 3%[56.1 µM] | 3%
DT40 TDP1 no CPT | ? | -29% | -6% | ? | 6% | -3% | 2% | ?
DT40 TDP1 CPT | ? | -19% | 15% | ? | 6% | 0% | -4% | -21%

73) CN(C)CCCNCCNC(=O)/C=N\O
74) O=C(N/N=C\c1ccc(F)cc1)c1cc(OCC(F)(F)F)ccc1OCC(F)(F)F
75) CCOc1ccc(CSc2nc(C)cc(COC)c2C#N)cc1OCC
76) Cc1ccc(C)c(N2CCN(c3ncccc3[N+](=O)[O-])CC2)c1
77) COc1cc(C(=O)N2CCN=C2c2ccccc2)cc(OC)c1OC
78) Cn1c(C(=O)NCCN2CCOCC2)cc2sccc21
79) N#C/C(=C\c1ccccc1)c1nc2ncccc2[nH]1
entry no. | 73 | 74 | 75 | 76 | 77 | 78 | 79
TDP1 inh | 5% | 4% | nt | nt | 4% | 3% | 2%
DT40 TDP1 no CPT | -7% | -27% | ? | -26% | -3% | -3% | ?
DT40 TDP1 CPT | -5% | -17% | ? | 17% | 3% | 4% | 7%

# Screening results (PubChem BioAssay)
